PTHR1 agonist: qHTS for PTHR1 Agonists: Primary Screen. Parathyroid hormone/parathyroid hormone-related peptide receptor (Homo sapiens), Q03431. HEK293 GP2 PTHR1 cells, GloSensor cAMP luminescence, 1 h. Potency, µM (series often up to 115 µM), inactives show top-dose activation, usual class: activators. actives 0.075% (n = 410,000). AID 743266, 2014; note: potency is the fitted concentration of half-maximal effect; nearly all actives have a fitted effect of over 55% in size; some results filed as inactive show a strong effect at the top dose; inactives centre near -15; many of its hits are not listed in these tables
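HEK-293-derived GP2 cells expressing PTHR1 and a GloSensor cAMP reporter, 3,000/well, plated overnight, given luciferin plus IBMX (each 0.5 mM as added) for 1 h at 37 °C, then compound for 1 h at 37 °C. Luminescence was read after 15 min at room temperature.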
D3 antag: qHTS of D3 Dopamine Receptor Antagonist: qHTS; D(3) dopamine receptor (Homo sapiens), P35462; D3R cells, DiscoveRx beta-arrestin luminescence, antagonist mode; hits give low values; max response, negative = inhibition, %; actives 2.5% (n = 360,000); AID 652054, 2013; in the data active = max response below about -50%; inconclusive = no clear call, values can overlap the other calls; note: % is set by controls: 0 for no effect and ±100 for the full control effect; mostly tested at two doses, the higher about 12 µM
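Cells plated overnight at 1500 cells/well, then exposed to library compounds with dopamine controls for 90 minutes at 37 degrees C. DiscoveRx reagent added for 30–60 minutes at room temperature; luminescence read, quantitative HTS format.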
EPAC2 ag: qHTS for Agonist of cAMP-regulated guanine nucleotide exchange factor 4 (EPAC2): primary screen | actives 0.079% (n = 360,000) | Potency, µM (series often up to 154 µM), for the others: at the highest dose activation, usual class: activators | Rap guanine nucleotide exchange factor 4 (Homo sapiens), Q8WZA2 | EPAC2 activation, biochemical qHTS; response scale: 100% = 6.5 mM cAMP response; note: potency is the fitted concentration of half-maximal effect; nearly all actives have a fitted effect of over 50% in size
Target sequence (Q8WZA2 whole entry, looked up): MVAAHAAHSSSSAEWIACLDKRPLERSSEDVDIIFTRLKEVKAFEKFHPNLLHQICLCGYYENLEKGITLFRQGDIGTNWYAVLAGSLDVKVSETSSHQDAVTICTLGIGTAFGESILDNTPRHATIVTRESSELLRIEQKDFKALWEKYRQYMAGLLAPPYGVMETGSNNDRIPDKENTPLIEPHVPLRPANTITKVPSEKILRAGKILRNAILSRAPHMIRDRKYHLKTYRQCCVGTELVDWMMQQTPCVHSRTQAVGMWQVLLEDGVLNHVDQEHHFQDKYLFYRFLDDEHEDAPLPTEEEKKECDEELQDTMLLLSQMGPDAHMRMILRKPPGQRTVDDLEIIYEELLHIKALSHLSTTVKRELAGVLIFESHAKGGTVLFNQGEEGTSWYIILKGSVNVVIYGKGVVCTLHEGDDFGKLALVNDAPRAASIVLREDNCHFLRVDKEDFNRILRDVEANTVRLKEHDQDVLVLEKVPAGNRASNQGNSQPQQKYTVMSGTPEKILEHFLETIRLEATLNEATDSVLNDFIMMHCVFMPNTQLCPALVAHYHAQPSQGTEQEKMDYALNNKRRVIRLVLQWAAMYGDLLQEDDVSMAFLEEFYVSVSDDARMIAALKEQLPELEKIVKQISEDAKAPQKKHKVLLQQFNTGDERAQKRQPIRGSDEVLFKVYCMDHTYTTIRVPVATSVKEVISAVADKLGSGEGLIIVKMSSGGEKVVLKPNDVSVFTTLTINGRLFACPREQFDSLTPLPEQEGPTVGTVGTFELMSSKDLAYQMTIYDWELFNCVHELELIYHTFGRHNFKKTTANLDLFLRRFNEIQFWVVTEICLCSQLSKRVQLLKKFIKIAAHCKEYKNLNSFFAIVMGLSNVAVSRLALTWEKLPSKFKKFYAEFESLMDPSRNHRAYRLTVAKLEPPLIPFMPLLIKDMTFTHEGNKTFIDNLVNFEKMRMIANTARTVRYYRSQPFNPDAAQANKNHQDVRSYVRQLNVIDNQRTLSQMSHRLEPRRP
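Exchange assay: 100 nM EPAC2 with 250 nM Rap1B-BODIPY-GDP and 50 uM GDP. Fluorescence (ex 480/em 540 nm) read every 5 min for 30 min at room temperature. Data normalized to 6.5 mM cAMP as agonist control.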
EPAC2 antag: qHTS for Antagonist of cAMP-regulated guanine nucleotide exchange factor 2 (EPAC2): primary screen | Rap guanine nucleotide exchange factor 4 (Homo sapiens), Q8WZA2 | EPAC2 GEF exchange of Rap1B-BODIPY-GDP, fluorescence | Potency, µM (highest dose often 114 µM), for inactives: at the top dose activity, negative = inhibition, actives largely listed as inhibitors | actives 0.18% (n = 360,000) | AID 720708, 2013; note: potency is the fitted concentration of half-maximal effect; % is set by controls: 0 for no effect and ±100 for the full control effect; nearly all actives have a fitted effect of over 45% in size; many of its hits are not listed in these tables
D3 ag: qHTS of D3 Dopamine Receptor Agonist: qHTS; D3R DiscoveRx beta-arrestin cells, luminescence, 90 min; max activation, %; actives 0.58% (n = 410,000); AID 652048, 2013; in the data active = max activation above about 30%; note: 0% is about no effect; mostly tested at two doses, the higher about 12 µM
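Agonist-mode cell screen: cells plated at 1500/well and incubated overnight at 37 °C, then exposed to library compounds for 90 min at 37 °C. Detection reagent was added for 30–60 min at room temperature, and luminescence was read.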
pAkt inh: HTS Assay for Inhibitors of Akt Phophorylation: Primary Screen | Neuro2A IGF-stimulated pAkt S473 HTRF, 20 min; hits give low values | activity change, % for hits at 50 µM | actives 0.32% (n = 360,000); in the data active = activity change below about -80%; inconclusive = mostly about -51% to -80%; note: % is set by controls: 0 for no effect and ±100 for the full control effect
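Neuro2A cells (4,500/well, DMEM with 0.5% FBS) were treated with compound at a single 50 µM final concentration, stimulated with 6 nM IGF for 20 min at 37 °C, and lysed. Phospho-Akt Ser473 was read by HTRF as 665/615 ratio ×10^4.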
Mm-Cpn inhibitor: Inhibitors of TCP-1 ring complex (TRiC) of Methanococcus maripaludis (MmCpn): qHTS; purified Mm-Cpn ATPase, ADP Transcreener TR-FRET; Potency, µM (doses to about 76.9 µM), for inactives: top-dose activity, negative = inhibition, usual class: inhibitors; AID 504842, 2011; Chaperonin Mm-Cpn (Methanococcus maripaludis); actives 0.031% (n = 330,000); note: potency is the fitted concentration of half-maximal effect; % is set by controls: 0 for no effect and ±100 for the full control effect; nearly all actives have a fitted effect of over 80% in size
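ATPase turnover read by TR-FRET ADP competition (Eu cryptate antibody/ADP-d2, 665/590 nm): 10uM ATP final, 25nM Mm-CPN final, 30 min 37degC after 10-min compound preincubation, pH 7.4 Tris/KCl/MgCl2/DTT buffer.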
CCT modulator: High-Throughput Screening for Modulators of Cytosolic Chaperonin Activity; purified chaperonin ATPase assay, HTRF ADP detection, 30 min; activity change, % (test concentration not listed), hits read low; actives 0.3% (n = 360,000); AID 651819, 2012; in the data active = activity change below about -30%; note: % is set by controls: 0 for no effect and ±100 for the full control effect
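We incubate TRiC, 40 or 20 nM final, with library compounds at 76 uM and 10 uM ATP for 30 min at 37 °C. ADP formed is detected with Transcreener HTRF reagents after 30 min at room temperature.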
The depositor's hits bear a star; i = inactive; u = inconclusive; x = no result given; [ ] = another dose, or the depositor's remark. Unless noted, calls come from the whole dose curve; as a rule, active = well fitted curve in the direction sought with a large enough effect; inconclusive = small, poorly fitted or top-dose-only effect, or another doubt; inactive = no such curve, though single readings can be large; an effect the other way counts as inactive or inconclusive. Some of the compounds tested; count on the stated rates, not on these rows.

Sequence of screens: EPAC2 antag	D3 ag	pAkt inh	CCT modulator	D3 antag	PTHR1 agonist	EPAC2 ag	Mm-Cpn inhibitor
1) O=C(Nc1ccc(Br)cn1)c1cccc2c1-c1ccccc1C2=O
    6%	-21	i	0.9	-20	i	-2%	1%
2) Cc1nn2c(nc(N3CCCCC3)c3ccccc32)c1C=O
    -5%	1	i	-2.7	19	i	1%	-1%
3) COc1ccc(-c2coc3c(CN4CCCCC4C)c(O)ccc3c2=O)cc1 (centres undefined)
    -4%	-2	i	-2.4	-10	i	1%	-4%
4) CSCCC(NC(=O)c1cc(CC(C)C)oc1C)C(=O)O (centres undefined)
    15%	2	i	-1.9	-6	i	-6%	0%
5) CCn1ncc(CNC(=O)C2(C)CC2(Br)Br)c1C (centres undefined)
    0%	-5	i	-2.7	-7	-7%	14%	1%
6) CCN(CC)CCn1c(SCC(=O)NCc2ccco2)nc2c(sc3ccccc32)c1=O
    4%	-2	i	1.4	1	i	-4%	-1%
7) COCCn1c(SCC(=O)Nc2ccc(OC)c(S(N)(=O)=O)c2)nc2ccccc21
    -3%	7	i	0.6	18	-6%	-4%	-4%
8) Cn1c(=O)c2c(nc(CN3CCN(c4ccccc4F)CC3)n2CCN2CCOCC2)n(C)c1=O
    4%[57.1 µM]	2	i	-0.9	2	u	2%	2%
9) CC(=O)OCCn1c(C)[n+](CCOC(C)=O)c2cc(Cl)c(Cl)cc21
    2%	3	i	1.0	-1	-17%	-2%	1%
10) Cc1cc(C)cc(NC(=O)CCC(=O)Nc2cc(C)on2)c1
    5%	-10	i	-3.4	u	i	-26%	0%
11) C=CCNC(=O)Cc1c(OC)ccc2cc(Br)ccc12
    5%	-5	i	-1.5	-12	-44%[inhibitor]	-5%	-7%
12) O=C(CN1CCCCC1)N1CCc2ccccc21
    -10%	-23	i	0.7	-86*	i	3%	0%
13) C#CCOCCOCCOCCNc1nc(N2CCN(C(=O)CCCCCCCCCCNC(=O)[C@H](CCCCN)n3cc(C[C@@H](C)CC)nn3)CC2)nc(N2CCN(C(=O)CCCCCCCCCCNC(=O)[C@@H]([C@H](C)O)n3cc(C)nn3)CC2)n1
    u	-12	i	-1.1	-59*	-38%[inhibitor]	-1%	1%
14) COc1ccc(S(=O)(=O)NCCN2CCOCC2)c2ccccc12
    1%	-2	i	-21	-11	i	7%	1%
15) COc1ccccc1OCCSc1nc2ccccc2c(=O)[nH]1
    6%	-4	i	1.4	4	-6%[57.5 µM]	2%	-1%
16) COc1cccc(NC(=O)Nc2cc(C)ccc2OC)c1
    1%	-14	i	0.2	1	i	7%	-2%
17) CCN(CC)S(=O)(=O)c1ccc(Nc2nc3ccccc3n3nnnc23)cc1
    -5%	-1	i	-2.3	-6	-4%	-8%	1%
18) c1ccc(Oc2ncnc3oc(-c4ccccc4)cc23)cc1
    2%	-2	i	2.2	33	i	-5%	1%
19) Cc1cccc(CSc2nnc([C@@H]3CCCN3C(=O)OC(C)(C)C)o2)c1
    11%	-8	i	2.6	-2	-19%	8%	1%
20) CCc1cc(C(=O)COc2ccccc2F)c(O)cc1O
    -2%	4	i	-1.1	-3	-13%[57.5 µM]	8%	-4%

Brought forward from above: 3 entries, then new ones.
Sequence of screens: EPAC2 antag	D3 ag	pAkt inh	CCT modulator	D3 antag	PTHR1 agonist	EPAC2 ag	Mm-Cpn inhibitor
18) c1ccc(Oc2ncnc3oc(-c4ccccc4)cc23)cc1
    2%	-2	i	2.2	33	i	-5%	1%
19) Cc1cccc(CSc2nnc([C@@H]3CCCN3C(=O)OC(C)(C)C)o2)c1
    11%	-8	i	2.6	-2	-19%	8%	1%
20) CCc1cc(C(=O)COc2ccccc2F)c(O)cc1O
    -2%	4	i	-1.1	-3	-13%[57.5 µM]	8%	-4%
21) Cc1ccc2nc(/C=C/c3cccc(F)c3)ccc2c1
    0%	2	i	-3.8	4	-31%[inhibitor]	6%	-6%
22) Cc1csc(NC(=O)CSc2ccc(-c3ccccc3)nn2)n1
    -9%	1	i	-3.3	6	-31%[inhibitor]	1%	1%
23) CC1(c2ccccc2)NC(=O)N(CC(=O)NCc2ccc3c(c2)OCO3)C1=O (centres undefined)
    10%	2	i	-1.1	5	i	0%	3%
24) CCc1ccc(-c2cc(C)no2)cc1S(=O)(=O)NCCCN1CCN(c2ccccc2)CC1
    -15%	0	i	-0.1	-77*	-36%[inhibitor]	1%	3%
25) Cc1ccc(N(CC(=O)NC2CCCC2)C(=O)Cn2nnc(-c3ccccc3F)n2)cc1
    -3%	-5	i	-1.0	1	i	8%	3%
26) O=C(CSCC(=O)N1CCCCC1)OCC(=O)c1c[nH]c2ccccc12
    -4%	2	i	-2.2	13	i	9%	1%
27) COC(=O)c1cc(OC(=O)c2ccc(=O)[nH]c2)cc(C(=O)OC)c1
    -3%	-5	i	0.7	-6	i	-1%	0%
28) O=C(CCN1C(=O)C2CC=C(Cl)CC2C1=O)NCc1ccco1 (centres undefined)
    4%	-1	i	-1.6	-20	i	0%	0%
29) CC1CCN(C(=O)c2ccc3c(c2NCCO)C(=O)c2ccccc2C3=O)CC1
    -10%	-6	i	1.9	u	-19%	-9%	-4%
30) Cc1csc(=O)n1CCC(=O)O
    2%	1	i	0.7	10	i	10%	-4%
31) CCn1nc(C)c(C(=O)Nc2cc(Oc3cc(C)cc(C)c3)cc([N+](=O)[O-])c2)c1C
    -15%	1	i	-0.4	-8	-18%	6%	2%
32) CCOc1ccccc1-c1cc(C(=O)N2CCOCC2)c2ccccc2n1
    7%	-2	i	-1.1	1	-2%	1%	3%
33) CC(=O)Nc1ccc([N+](=O)[O-])cn1
    12%	-8	i	-2.4	-53*	i	-2%	0%
34) CCCOc1ccc(C(=O)c2ccccc2C(=O)OC2CCOC2=O)cc1OCCC (centres undefined)
    2%	1	i	-0.8	-18	i	-3%	-3%
35) COc1cccc(Nc2nc(N)nc(C(F)(F)F)n2)c1
    -16%	-14	i	-1.1	-13	u	4%	0%
36) CCC(O)CNc1nc(SC)nc2sc3c(c12)CCN(C)C3 (centres undefined)
    -5%	-26	i	-1.5	-12	-15%[57.5 µM]	4%	-16%
37) O=C(O)CCCn1cc(NC(=O)COc2ccc([N+](=O)[O-])cc2)cn1
    15%	8	i	0.7	18	i	0%	0%
38) CC(C)C(NC(=O)OCc1ccccc1)C(=O)OCC(=O)NC1CC1 (centres undefined)
    3%	2	i	-2.0	2	i	4%	2%
39) CC(=O)Nc1ccc(-c2csc(NC(=O)Cc3cccc(F)c3)n2)cc1
    17%	-7	i	1.4	-12	-42%[inhibitor]	1%	-2%
40) O=C(CSc1nnc(-c2cccs2)n1-c1ccccc1)NCC1CCCO1 (centres undefined)
    1%	-5	i	-1.3	-2	-17%	8%	x

Values in list order from above:
Compounds 22 to 28 in PTHR1 agonist: -31%[inhibitor], i, -36%[inhibitor], i, i, i, i
Compounds 22 to 28 in CCT modulator: -3.3, -1.1, -0.1, -1.0, -2.2, 0.7, -1.6

Rewritten field by field: entries from further up.
32. CCOc1ccccc1-c1cc(C(=O)N2CCOCC2)c2ccccc2n1
  EPAC2 antag: 7%; D3 ag: -2; pAkt inh: i; CCT modulator: -1.1; D3 antag: 1; PTHR1 agonist: -2%; EPAC2 ag: 1%; Mm-Cpn inhibitor: 3%
33. CC(=O)Nc1ccc([N+](=O)[O-])cn1
  EPAC2 antag: 12%; D3 ag: -8; pAkt inh: i; CCT modulator: -2.4; D3 antag: -53*; PTHR1 agonist: i; EPAC2 ag: -2%; Mm-Cpn inhibitor: 0%
34. CCCOc1ccc(C(=O)c2ccccc2C(=O)OC2CCOC2=O)cc1OCCC (centres undefined)
  EPAC2 antag: 2%; D3 ag: 1; pAkt inh: i; CCT modulator: -0.8; D3 antag: -18; PTHR1 agonist: i; EPAC2 ag: -3%; Mm-Cpn inhibitor: -3%

(list continues)
Sequence of screens: EPAC2 antag	D3 ag	pAkt inh	CCT modulator	D3 antag	PTHR1 agonist	EPAC2 ag	Mm-Cpn inhibitor
41) Cc1ccccc1NC(=S)N(C)Cc1cn(C)c2ccccc12
    -3%	0	i	1.7	-13	-1%	4%	2%
42) COC(=O)[C@@]1(Cc2ccc(OC)cc2)[C@H]2c3cc(C(=O)N(C)C)n(Cc4ccc(OC(F)(F)F)cc4)c3C[C@H]2CN1C(=O)c1ccccc1
    -12%	4	i	0.2	-5	-13%	-4%	0%
43) Cn1c(N)c(C(=O)COC(=O)CCCc2c[nH]c3ccccc23)c(=O)n(C)c1=O
    u	5	i	0.1	0	i	-18%	1%
44) Cc1cc(/C=C2\C(=N)N3N=CSC3=NC2=O)c(C)n1Cc1ccccc1
    -6%	-7	i	1.5	-12	-24%	1%	-2%
45) COC(=O)C1CCN(C(=O)COC(=O)CNS(=O)(=O)c2ccc(SC)c([N+](=O)[O-])c2)CC1
    -3%	0	i	0.0	-18	i	9%	-3%
46) CC(C)CNC(=O)COC(=O)c1ccccc1SCC(=O)NCC(C)C
    7%	6	i	-3.1	13	i	7%	u
47) CCc1nnc(NC(=O)Cn2nc(-c3ccccc3OC)ccc2=O)s1
    -2%	-9	x	-0.8	-13	i	8%	0%
48) CCn1c(=O)[nH]c(=O)c2c(N)c(C(=O)c3ccccc3OC)sc21
    0%	1	i	-4.7	-7	i	-3%	2%
49) Cc1c(C(=O)c2ccccc2)c(=O)n(C)c(=O)n1C
    3%	1	i	1.8	10	i	-5%	2%
50) Cc1ccc(F)c(S(=O)(=O)NC(=O)C2(C)CCN2C(=O)c2sccc2C)c1 (centres undefined)
    28%	1	i	0.2	8	i	6%	x
51) COc1ccccc1NC(=O)C(C)N(C)CC(=O)Nc1cccc2ccccc12 (centres undefined)
    -3%	4	i	-0.4	-14	-10%	-3%	1%

Bioassay records as filed in PubChem BioAssay.
